# LMP1 NFkB inh – Epstein-Barr LMP1 NF-kappaB reporter inhibition; AID 504558; inhibition, % at 12.5 µM; LMP1-induced NF-kappaB luciferase reporter cells, luminescence; actives 0.69% (n = 350,000); in the data active means inhibition above about 41%;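 further: 0% = neutral control wells and 100% = reference inhibitor control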
# TROY signal inh – TROY signaling inhibition; actives 0.98% (n = 360,000); Q293 LMP1-TROYcd NF-kB luciferase reporter, 4 h; inhibition, % at 10 µM;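 active means compounds whose plate-normalised and pattern-corrected inhibition of the luciferase reporter signal at the single screening dose is 50% or more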
# C8 TRAIL sens – sensitizes caspase-8 expressing cells to TRAIL | NB7+C8 cells + TRAIL, ATPlite viability luminescence | inhibition (viability loss, TRAIL sensitization), % at 10 µM | actives 1% (n = 360,000);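 active means compounds causing at least 50% loss of cell viability in the single-dose screen, relative to plate controls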
# TWEAK Fn14 block – inhibitors of TWEAK-Fn14 interaction signaling. TWEAK-stimulated Fn14 reporter cells, luciferase luminescence, 8 h. inhibition, % at 10 µM. actives 2% (n = 360,000). AID 1159606; in the data active means inhibition above about 50%
# CF NFkB inh – cystic fibrosis NF-kB activation inhibition; actives 0.86% (n = 360,000); AID 588850; KKLEB NF-kB-GFP reporter, PAF-induced, GFP fluorescence overnight; inhibition, % at 5 µM;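 active means at least 50% inhibition at 5 µM, scaled per plate between neutral and stimulator controls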;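 further: PAF is a Pseudomonas aeruginosa culture filtrate used as stimulus; plate controls were PAF-stimulated DMSO wells for no effect and unstimulated DMSO wells for full effect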
# NR2F2 inh – NR2F2 (human) inhibition, primary screen | inhibition, % at 8.6 µM | HEK293T NGFI-A luciferase reporter, luminescence | P24468 | actives 0.7% (n = 370,000);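 active means inhibition above a per-plate cutoff, mean inhibition of test wells between control levels plus 3 SD, cut at about 38% in these data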;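 further: cells cotransfected with COUP-TFII expression vector driving the NGFI-A reporter; 0% = median of COUP-TF2 test wells and 100% = reporter-only cells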
# KKLEB cytotox – CF airway cell cytotoxicity counter-screen; KKLEB CF airway cells viability, ATPlite luminescence, overnight; hits give low values; cells stimulated with P. aeruginosa culture filtrate; activity change (cytotoxicity), % at 5 µM; actives 0.36% (n = 360,000); AID 602141;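 active means corrected activity change at or below -50% at 5 µM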
# SRC2 inh – human SRC2 (NCOA2) inhibition; actives 0.17% (n = 370,000); inhibition, % at 9 µM; AID 651957; HEK293 GAL4-SRC2 luciferase reporter, luminescence; Q15596;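 active means inhibition above the mean inhibition of all tested compounds plus 3 SD, set per campaign, cut at about 52% in these data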;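 further: 0% = DMSO treated cells and 100% = cells given Gossypol at 36 µM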
# Target sequence (Q15596 whole entry, looked up, the tested form may be a part): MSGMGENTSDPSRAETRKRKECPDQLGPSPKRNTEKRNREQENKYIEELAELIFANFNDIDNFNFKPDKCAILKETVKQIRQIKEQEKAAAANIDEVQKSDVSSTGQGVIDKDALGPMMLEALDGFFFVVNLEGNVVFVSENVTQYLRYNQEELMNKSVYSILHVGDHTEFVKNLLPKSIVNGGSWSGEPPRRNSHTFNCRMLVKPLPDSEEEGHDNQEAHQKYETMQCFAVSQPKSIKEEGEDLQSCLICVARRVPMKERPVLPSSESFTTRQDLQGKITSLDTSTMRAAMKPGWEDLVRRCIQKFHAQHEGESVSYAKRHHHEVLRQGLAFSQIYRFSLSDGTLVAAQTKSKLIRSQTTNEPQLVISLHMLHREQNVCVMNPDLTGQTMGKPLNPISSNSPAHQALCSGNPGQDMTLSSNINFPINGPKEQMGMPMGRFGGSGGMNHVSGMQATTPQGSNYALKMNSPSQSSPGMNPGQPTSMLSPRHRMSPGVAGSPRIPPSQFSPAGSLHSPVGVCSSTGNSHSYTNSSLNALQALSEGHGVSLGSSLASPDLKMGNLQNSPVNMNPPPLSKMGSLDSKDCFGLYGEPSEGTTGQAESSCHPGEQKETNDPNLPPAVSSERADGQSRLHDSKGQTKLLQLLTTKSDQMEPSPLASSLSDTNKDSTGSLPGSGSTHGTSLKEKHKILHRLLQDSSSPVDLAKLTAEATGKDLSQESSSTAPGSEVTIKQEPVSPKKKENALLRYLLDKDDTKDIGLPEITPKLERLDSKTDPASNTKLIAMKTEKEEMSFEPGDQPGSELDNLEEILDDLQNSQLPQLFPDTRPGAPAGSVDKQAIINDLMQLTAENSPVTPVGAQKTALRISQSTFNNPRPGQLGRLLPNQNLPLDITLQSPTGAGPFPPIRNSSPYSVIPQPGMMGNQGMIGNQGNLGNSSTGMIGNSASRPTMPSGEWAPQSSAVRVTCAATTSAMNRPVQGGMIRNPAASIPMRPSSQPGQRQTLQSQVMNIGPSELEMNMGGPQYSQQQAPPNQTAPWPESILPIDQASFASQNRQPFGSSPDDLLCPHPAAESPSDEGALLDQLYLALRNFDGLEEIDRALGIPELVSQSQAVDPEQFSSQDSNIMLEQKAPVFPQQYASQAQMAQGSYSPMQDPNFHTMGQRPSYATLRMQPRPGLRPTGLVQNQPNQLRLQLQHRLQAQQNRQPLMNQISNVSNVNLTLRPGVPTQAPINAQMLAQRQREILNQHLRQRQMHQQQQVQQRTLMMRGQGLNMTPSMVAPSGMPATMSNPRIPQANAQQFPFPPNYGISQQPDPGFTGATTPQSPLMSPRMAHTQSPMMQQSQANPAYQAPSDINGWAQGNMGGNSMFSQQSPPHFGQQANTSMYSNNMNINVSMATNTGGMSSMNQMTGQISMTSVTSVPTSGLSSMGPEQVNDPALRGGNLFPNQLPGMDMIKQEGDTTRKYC
# NCOA3 inh – human NCOA3 inhibition | Q9Y6Q9 | HEK293 GAL4-SRC3 luciferase reporter, luminescence | inhibition, % at 3.6 µM | actives 0.17% (n = 360,000) | AID 588352;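 active means inhibition above a per-campaign cutoff, the mean of all compounds plus 3 SD, cut at about 60% in these data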;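 further: 0% = DMSO-treated cells and 100% = gossypol-treated cells at 36 µM; higher means less SRC3-driven luciferase light from the GAL4 reporter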
# SRC1 inh – inhibitors of human steroid receptor coactivator 1 (SRC1); Q15788; HEK293 GAL4-SRC1 luciferase reporter, luminescence; inhibition, % at 3.6 µM; actives 0.12% (n = 360,000);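 active means inhibition above the campaign mean plus 3 SD, with each screening campaign given its own cutoff, cut at about 60% in these data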;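 further: 0% = DMSO treated cells and 100% = gossypol at 36 µM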
# NR5A2 inv ag – NR5A2 inverse agonism in reporter assay. inhibition, % at 3.6 µM. AID 602396. O00482. actives 0.13% (n = 360,000). HEK293T StAR-luciferase reporter, LRH-1 transfected, 24 h;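 active means inhibition above the mean inhibition of all tested compounds plus 3 SD, cut at about 73% in these data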;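 further: 0% = DMSO wells and 100% = reporter-only cells lacking LRH-1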
# An asterisk follows results filed as active; . = not tested or not shown.
# Each structure is followed by: LMP1 NFkB inh, TROY signal inh, C8 TRAIL sens, TWEAK Fn14 block, CF NFkB inh, NR2F2 inh, KKLEB cytotox, SRC2 inh, NCOA3 inh, SRC1 inh, NR5A2 inv ag
- Cc1ccccc1-n1cnnc1SCC(=O)Nc1cccnc1Cl
 : 36, -21, 6, 6, 3, -4, 4, -9, 13, -14, 11
- CC1(C)C(=O)OC(c2ccc([N+](=O)[O-])cc2)C(C)(C)C1=O (stereo not drawn)
 : -1, -6, -7, 8, -2, 18, 6, -25, 12, -15, -7
- Clc1cccc(Cl)c1C[n+]1ccc2ccccc2c1
 : 0, -1, 5, 14, 15, 20, -30, 13, 1, -3, 25
- COc1ccc(CNC(=O)CCSc2ccc(F)cc2)cc1OC
 : 9, -11, -3, 7, -12, 1, 8, -37, -6, 12, 1
- CC1Oc2ccccc2C(=O)N(CC(=O)c2ccc3c(c2)OCCO3)C1=O (stereo not drawn)
 : 4, 12, 22, 21, -5, -14, 4, -29, -10, -6, -25
- CN(Cc1ccco1)C(=O)c1ccc(N2CCCC2=O)cc1
 : 4, -21, -11, -1, 0, -6, -3, 7, -14, -8, 1
- CCOc1ccccc1CN1CCN(C2CCC2)CC1CCO (stereo not drawn)
 : -6, -8, 15, -10, 1, -1, -13, -12, -12, 6, -2
- COc1ccc(NC(=O)c2ccc3c(=O)n(CC4CCCO4)c(=S)[nH]c3c2)c(OC)c1 (stereo not drawn)
 : 6, -9, 14, 21, -2, 0, 1, -2, -3, 14, 19
- Nc1cccc(-c2cn(-c3cc4cc(C#CC5(O)CCCCC5)ccc4oc3=O)nn2)c1
 : -4, -1, -2, -5, 12, 2, -3, 6, 8, 4, -20
- CCCCOc1ccc(C(=O)N2CCN(CC(=O)Nc3ccc(C)cc3)CC2)cc1OC
 : -1, 12, -9, 4, 16, 20, -27, -19, 5, 8, 21
- Cc1ccccc1CS(=O)(=O)Cc1ccc(C(=O)NC2CCCCC2)o1
 : -7, -5, 7, 10, -3, 12, 10, -1, -13, -12, 1
- C/C(=N\N=C(N)N)c1cccc(Cl)c1
 : 1, 2, -10, -1, -2, 5, 1, 24, 5, -4, -10
- Clc1ccc(-c2nnc3sc(Cc4cccs4)nn23)cc1
 : 1, -32, 37, -13, 5, -3, -3, 6, 11, 3, 3
- CCCN1CCN(CCCNC(=O)C(CC)n2nc(C)n3c(cc4occc43)c2=O)CC1 (stereo not drawn)
 : 2, -12, -3, -10, 0, 0, 11, -4, 12, -19, -13
- CCN(CC)C(=O)CCc1nnc(Cc2cccc(C(F)(F)F)c2)o1
 : -47, -39, 2, -21, -23, -36, -8, -61, -52, -58, -88
- CCOc1ccc(-c2noc(CCC(=O)NCC3CCCO3)n2)cc1OC (stereo not drawn)
 : -6, 3, -11, 13, -11, 1, -7, -3, -19, 10, -2
- COCc1cc(=O)n2[nH]c(C(C)(C)C)cc2n1
 : 8, -22, 6, -6, -5, -18, 7, -11, 18, -12, 1
- Cc1ccc(C(=O)O)cc1NC(=S)NC(=O)c1ccc([N+](=O)[O-])cc1Cl
 : -4, -19, -4, -24, 12, -4, -1, -22, 11, -2, 3
- O=C(c1cc(-c2ccccc2)nc2ccccc12)N1CCc2ccccc2C1
 : 5, 7, -5, 20, 12, 6, -3, 2, -3, -11, 2
- Fc1c(F)c(C(F)(F)F)c(F)c(F)c1N1CCN(c2ccc3nnc(C(F)(F)F)n3n2)CC1
 : 5, -18, 15, -2, 6, 15, -11, -5, 25, 16, -3

# 4 records drawn at random from the list so far:
# Each structure is followed by: LMP1 NFkB inh, TROY signal inh, C8 TRAIL sens, TWEAK Fn14 block, CF NFkB inh, NR2F2 inh, KKLEB cytotox, SRC2 inh, NCOA3 inh, SRC1 inh, NR5A2 inv ag
- CCCN1CCN(CCCNC(=O)C(CC)n2nc(C)n3c(cc4occc43)c2=O)CC1 (stereo not drawn)
 : 2, -12, -3, -10, 0, 0, 11, -4, 12, -19, -13
- Clc1ccc(-c2nnc3sc(Cc4cccs4)nn23)cc1
 : 1, -32, 37, -13, 5, -3, -3, 6, 11, 3, 3
- CCOc1ccccc1CN1CCN(C2CCC2)CC1CCO (stereo not drawn)
 : -6, -8, 15, -10, 1, -1, -13, -12, -12, 6, -2
- Cc1ccccc1-n1cnnc1SCC(=O)Nc1cccnc1Cl
 : 36, -21, 6, 6, 3, -4, 4, -9, 13, -14, 11

# Later entries.
# Each structure is followed by: LMP1 NFkB inh, TROY signal inh, C8 TRAIL sens, TWEAK Fn14 block, CF NFkB inh, NR2F2 inh, KKLEB cytotox, SRC2 inh, NCOA3 inh, SRC1 inh, NR5A2 inv ag
- CCNC(=S)Nc1cccc(Cl)c1C
 : 0, 26, -9, 15, -6, -10, -10, -21, 3, -1, -14
- O=C(c1cc2c([nH]c1=O)CCCC2)N1CCc2c([nH]c3ccccc23)C1c1ccccc1F (stereo not drawn)
 : -2, 22, -8, 14, 2, 20, -2, 9, 4, -1, 3
- CCn1c2ccccc2c2cc(CN3CCN(C(=O)c4ccco4)CC3)ccc21
 : 15, 2, -8, -1, -2, 8, 4, -16, 20, -3, -3
- COCCCNC(=O)CN(Cc1ccc(Cl)cc1)S(C)(=O)=O
 : -11, 10, -2, 0, 8, -18, 6, 8, 6, -3, -6
- Cc1cc(S(=O)(=O)N2CCC(NC(=O)C34CC5CC(CC(C5)C3)C4)CC2)ccc1-n1cnnn1
 : -2, 0, 7, 1, 4, -22, -2, 19, 17, -3, 3
- CC(=O)Nc1ccc(S(=O)(=O)N(C)CC(=O)OCC(=O)N2CCCCC2)cc1
 : 3, 6, -2, 4, -11, -3, 11, -29, 0, -3, -1
- COc1cccc(/C=C2\SC(=S)N(NS(=O)(=O)c3ccccc3)C2=O)c1OC
 : 3, -19, 0, 8, 15, 13, 1, -6, -10, -28, -15
- C=CCn1c2ccccc2c2nnc(SCCN3CCOCC3)nc21
 : -1, -10, 10, -13, -8, -31, 14, -2, -10, -2, -10
- N#Cc1ccccc1NC(=O)CC1c2ccccc2Oc2ccccc21
 : 9, 11, -4, -11, 21, 6, -15, 23, 26, 4, -5
- CCOC(=O)C1=C(Cn2cnc3ccccc32)NC(=O)NC1c1ccc(Cl)cc1 (stereo not drawn)
 : 1, -22, -1, -1, -23, -2, 9, -7, 20, 9, 28
- N/C(COc1ncn(-c2ccccc2)n1)=N\S(=O)(=O)c1ccccc1
 : -1, 18, 5, -22, 5, 3, 3, 10, 11, 11, 15
- CCOC(=O)c1c(-c2ccc(C)cc2)csc1NC(=S)NC(=O)c1ccccc1
 : -5, 5, 16, 41, 8, 1, 3, 2, 0, -14, 2
- COc1cc(OC)c2c(C)cc(=O)oc2c1
 : 1, -28, 2, -4, -19, -7, 3, -4, 5, 1, 39
- COc1cccc(C(=O)O/N=C(\C)c2cnccn2)c1
 : 0, -23, -1, 6, 2, 19, -9, 14, 20, -3, -16
- CC(=O)Nc1cccc(NC(=O)CSc2nn3c(=O)c(C)nnc3s2)c1
 : 1, -2, 1, 16, -3, 17, -10, 12, -5, -3, 12
- O=C(c1ccc(-c2nc3ccccc3s2)o1)N1CCN(c2ccccc2O)CC1
 : -12, 17, 22, 9, -19, -34, -17, -54, -7, -30, -18
- O=[N+]([O-])c1ccc(NN=Cc2cccc3ccccc23)nc1
 : -21, -38, -2, -39, -58, -6, -5, -8, -8, 5, 15
- Fc1cccc(CSc2nnc3c(n2)[nH]c2ccccc23)c1
 : -18, -16, 17, -8, -3, 11, -12, 7, -32, -44, -21
- COC(=O)C(Cc1cnc[nH]1)NC(=O)C1CCC(=O)N1 (stereo not drawn)
 : -1, -25, -1, 12, 12, -18, -6, -23, 7, 0, -3
- CS(=O)(=O)N(CC(=O)N1CCOCC1)c1cccc([N+](=O)[O-])c1
 : -15, 10, 1, 8, 7, -7, 0, -3, 12, -9, -6

# Reformatted tab-delimited: entries from further up.
Structure	LMP1 NFkB inh	TROY signal inh	C8 TRAIL sens	TWEAK Fn14 block	CF NFkB inh	NR2F2 inh	KKLEB cytotox	SRC2 inh	NCOA3 inh	SRC1 inh	NR5A2 inv ag
COc1cccc(C(=O)O/N=C(\C)c2cnccn2)c1	0	-23	-1	6	2	19	-9	14	20	-3	-16
N/C(COc1ncn(-c2ccccc2)n1)=N\S(=O)(=O)c1ccccc1	-1	18	5	-22	5	3	3	10	11	11	15

# The list continues.
# Each structure is followed by: LMP1 NFkB inh, TROY signal inh, C8 TRAIL sens, TWEAK Fn14 block, CF NFkB inh, NR2F2 inh, KKLEB cytotox, SRC2 inh, NCOA3 inh, SRC1 inh, NR5A2 inv ag
- COc1cccc2oc3cc(C#CC4(O)CCCCC4)ccc3c(=O)c12
 : -36, 77*, 72*, 73*, 1, -40, -34, -51, -66, -71, -133
- COc1ccc(NC(=O)c2ccco2)c(OC)c1
 : -18, -15, 11, -7, -1, -17, 5, -55, -37, -45, -51
- O=C1CC(c2ccc(S(=O)(=O)NCCOc3ccccc3)cc2)CN1 (stereo not drawn)
 : 3, 10, -2, 16, -4, 6, -4, 0, 9, -3, -14
- CCn1c(CN2CCOCC2)nnc1SCC(=O)Nc1cccc(C)c1
 : -6, 24, 8, 4, -23, -28, 13, -23, 23, -25, 0
- O=Cc1cc(Br)c(OC(=O)N2CCOCC2)c(Br)c1
 : 1, 19, -9, 15, 11, 21, -3, -19, -35, -9, 5
- O=C1C(=O)N(CCN2CCOCC2)C(c2cccc(Cl)c2)/C1=C(/O)c1ccc2c(c1)OCO2 (stereo not drawn)
 : -1, -11, 0, 5, 7, -1, 9, -13, -10, -6, 10
- S=C(NCCc1ccccn1)Nc1ccc(Cl)cc1Cl
 : -8, -12, 6, -7, -14, -9, 19, 3, -19, -9, -18
- CCc1nn2c(N3CCOCC3)cc(C)nc2c1-c1ccc(F)cc1
 : -32, 11, -1, -1, 18, 13, -14, -6, -2, 2, -4
- Cc1ccc(S(=O)(=O)NCc2ccccc2)cc1C(=O)NCC(C)(C)N1CCOCC1
 : -2, -8, 2, 10, 1, 7, 8, 1, 3, 8, 15
- CC(O)CNCCOc1ccccc1OCc1ccccc1 (stereo not drawn)
 : 2, 3, -4, -11, -1, -4, 1, 17, 3, 7, -10
- Cc1cccc(C(=O)NC2CCN(CC(=O)Nc3ccc4c(c3)OCO4)CC2)c1
 : -2, -4, 0, -20, -7, -1, -1, 6, 15, 5, -1
- COC(=O)c1ccccc1C(=O)c1c(C)cc(C)cc1C
 : ., -12, 1, -6, ., 18, ., -16, ., ., -29
- CCc1nnc(NC(=O)C(c2ccccc2)c2ccccc2)s1
 : 14, -9, 15, -35, 9, 12, 2, -17, 8, -7, 2
- COC(=O)C(C)Sc1nnc(SC(C)C(=O)OC)s1 (stereo not drawn)
 : -16, 8, 2, 4, 7, -5, -8, -11, -1, -9, 2

# Screening data (PubChem BioAssay)
